High-throughput results as filed in PubChem.
hERG protect: hERG (human) protection from proarrhythmic block; Q12809; 0.51% of 310,000 active; activation (rescue from dofetilide block), less the hit threshold, % at 10 µM; CHO-hERG, FluxOR thallium flux, dofetilide IC70 present; AID 1511;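 active means activation above the mean of controls blocked by dofetilide plus 5 SD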;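 further: thallium influx through hERG after potassium depolarization seen as dye fluorescence rise; in these data hits start at about 4.7%; inactives centre near -7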
RGS4 pot: potentiators or activators of RGS4. HEK293 M3R/inducible RGS4, carbachol calcium flux Fluo4; active compounds read low. B-score at 10 µM. 0.92% of 310,000 active. AID 463111;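 active means B-score of the integrated calcium signal more than 4 SD below the library mean, with starting fluorescence not abnormally high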;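 further: negative B-score means reduced calcium response which marks RGS4 activation or potentiation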
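test system = M3R-expressing HEK293 line, RGS4 induced by doxycycline | probe or stimulus = carbachol at ECmax as muscarinic agonist stimulus | timing = dye loading 30 min 37 °C, buffer rest 30 min RT | signal = calcium dye Fluo4 fluorescence | evaluation = B score from integrated fluorescence ratio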
GSK3A inh: inhibitors of human GSK-3 alpha kinase | P49840 | ADP-Glo luminescence, 60 min | inhibition, % at 10 µM | 0.1% of 320,000 active | AID 2650;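 in the data active means inhibition above about 50%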;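 further: GST-tagged GSK-3 alpha with peptide substrate and 25 µM ATP; 0% = DMSO neutral wells and 100% = GW8510 positive control wells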
KCNQ1 block: inhibitors of human KCNQ1 potassium channel; AID 2642; 1.3% of 310,000 active; B-score at 10 µM; CHO-K1 KCNQ1, FluxOR thallium flux fluorescence; active compounds read high;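 active means compounds whose thallium flux B-score, printed positive for inhibition, exceeds three library SD while starting fluorescence stays within three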;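 further: channel opened by potassium depolarization with thallium stimulus after 20 min compound exposure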
PolyA inhibitor: yeast polyadenylation inhibition. S. cerevisiae SKY197-pL101 polyadenylation reporter, beta-gal luminescence; efflux-impaired pdr1/pdr3 knockout yeast; score 100 = 6 SD above DMSO. calls only at 12 µM. 0.02% of 300,000 active;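 active means lowest replicate activity score at least 50, where 100 means six control SD above control mean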;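 further: yeast exposed to compound for 9 h at 30 °C; higher score means more reporter readthrough which indicates perturbed polyadenylation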
GSK3B inh: inhibitors of human GSK3beta kinase | P49841 | GST-GSK3beta kinase, ADP-Glo luminescence, 60 min; active compounds read low | activity score (negative = inhibition), % at 10 µM | 0.038% of 300,000 active | AID 2097;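 active means more than half of replicate wells score below -50%, meaning over 50% inhibition versus plate controls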;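 further: 0% = median DMSO wells and -100% = median GW8510 positive control wells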
Target sequence (P49841 whole entry, looked up): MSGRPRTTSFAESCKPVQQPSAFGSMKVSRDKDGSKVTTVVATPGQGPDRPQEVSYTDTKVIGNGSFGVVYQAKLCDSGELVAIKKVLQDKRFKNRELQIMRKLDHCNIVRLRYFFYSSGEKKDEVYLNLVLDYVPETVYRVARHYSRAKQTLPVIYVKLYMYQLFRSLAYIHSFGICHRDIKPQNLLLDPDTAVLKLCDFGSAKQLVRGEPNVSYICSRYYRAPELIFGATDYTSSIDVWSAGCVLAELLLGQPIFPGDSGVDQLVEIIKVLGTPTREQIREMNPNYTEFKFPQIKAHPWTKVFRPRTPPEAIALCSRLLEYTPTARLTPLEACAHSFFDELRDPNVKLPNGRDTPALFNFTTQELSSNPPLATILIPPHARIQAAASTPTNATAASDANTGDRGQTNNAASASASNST
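Assay system: GST-fused GSK3beta enzyme, cell-free / Medium: Tris pH 7.5 buffer with MgCl2, DTT, BSA, heparin / Also added: peptide substrate plus 25 µM ATP (final) / Compound: 10 µM single point / Timing: kinase reaction with compound 60 min at room temperature / Detection: ADP-Glo luminescence / Benchmarks: DMSO neutral wells and GW8510 at 20 µM as positive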
DYRK1A inh: blocks rat Dyrk1A kinase activity; ADP-Glo luminescence, NFATc1 peptide; Q63470; inhibition, % at 12.5 µM; AID 504441; 0.43% of 310,000 active; in the data active means inhibition above about 50%;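 further: plate controls were vehicle with enzyme for no effect and no enzyme for full effect; many of its hits are not listed in these tables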
KCNK9 block: human KCNK9 channel inhibition; Q9NPC2; HEK293 KCNK9, FluxOR thallium flux fluorescence; active compounds read low; B-score at 10 µM; 1.2% of 310,000 active; AID 488922;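 active means ratio B-score over 3 SD below the library mean, with starting fluorescence within 5 SD of its mean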;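 further: negative B-score means less thallium flux so channel inhibition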
KCNQ1 pot: potentiators or activators of human KCNQ1 potassium channel; P51787; CHO-K1 KCNQ1, thallium flux FluxOR fluorescence; active compounds read high; B-score at 10 µM; 0.35% of 310,000 active; AID 2648;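 active means fluorescence ratio B-score, a plate-corrected score, at least three library SD, with initial intensity B-score within 5 SD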
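assay system = KCNQ1-transfected CHO-K1 cells | medium = assay buffer with matched DMSO | probe or stimulus = depolarizing K+/Tl+ stimulus, K2SO4 and Tl2SO4 each 12.5 mM in 5x stock | dosing = single dose | incubation = dye 90 min, compound 20 min, room temperature | detection = kinetic FluxOR fluorescence, 10 s baseline plus 110 s post-stimulus | evaluation = ratio B score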
RGS4 block: inhibitors of human RGS4 | P49798 | HEK293 M3R/RGS4 inducible, Fluo-4 calcium flux; active compounds read high; triggered by carbachol at its EC20 | B-score at 10 µM | 0.45% of 310,000 active | AID 463165;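 active means B-score, a plate-corrected calcium signal, over three deviations above library mean, with baseline fluorescence within five deviations of library mean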;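 further: RGS4 expression induced by doxycycline in cells with stable M3 receptor; B-score is computed from the integrated fluorescence ratio over baseline after carbachol; higher B-score means a larger calcium signal and so more RGS4 inhibition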
Target sequence (P49798 whole entry, looked up): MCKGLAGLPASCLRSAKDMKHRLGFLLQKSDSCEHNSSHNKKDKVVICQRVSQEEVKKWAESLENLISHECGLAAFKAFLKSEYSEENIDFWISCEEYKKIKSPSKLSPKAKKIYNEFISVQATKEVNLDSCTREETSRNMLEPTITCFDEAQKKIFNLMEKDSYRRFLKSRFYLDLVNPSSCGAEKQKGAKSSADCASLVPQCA
KCNK3 block: human KCNK3 channel inhibition, primary screen; O14649; CHO-KCNK3 thallium flux, FluxOR fluorescence; active compounds read low; B-score at 10 µM; 0.84% of 340,000 active; AID 602410;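 active means B-score under library mean minus 4 SD, starting fluorescence ratio at most library mean plus 5 SD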;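 further: more negative B-score means stronger inhibition of thallium flux through KCNK3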
Target sequence (O14649 whole entry, looked up): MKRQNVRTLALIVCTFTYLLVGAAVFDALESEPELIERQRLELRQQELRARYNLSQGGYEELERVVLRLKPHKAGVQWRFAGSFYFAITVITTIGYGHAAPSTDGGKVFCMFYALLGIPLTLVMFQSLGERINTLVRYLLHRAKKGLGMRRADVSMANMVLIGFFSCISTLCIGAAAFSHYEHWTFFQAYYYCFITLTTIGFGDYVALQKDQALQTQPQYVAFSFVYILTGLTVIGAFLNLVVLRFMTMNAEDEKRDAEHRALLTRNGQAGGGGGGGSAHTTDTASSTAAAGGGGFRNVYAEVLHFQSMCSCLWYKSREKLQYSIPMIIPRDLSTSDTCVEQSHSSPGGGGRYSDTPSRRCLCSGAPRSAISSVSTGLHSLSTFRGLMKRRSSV
* hit, by the source's call; i = inactive; nt = no result given. Only part of the results is shown. The share of hits here may be higher or lower than overall.

| canonical_smiles | DYRK1A inh | PolyA inhibitor | hERG protect | KCNQ1 pot | RGS4 block | RGS4 pot | GSK3B inh | GSK3A inh | KCNQ1 block | KCNK3 block | KCNK9 block |
| --- | --- | --- | --- | --- | --- | --- | --- | --- | --- | --- | --- |
| COc1ccccc1CNC(=O)Cn1cc2c(n1)CCCC2 | 18 | i | -8 | i | i | i | 2 | nt | i | i | i |
| O=C(NCc1ccco1)C(=O)NCC1OCCN1S(=O)(=O)c1ccc(F)cc1 (configuration not stated) | -2 | i | -11 | i | i | i | 1 | 1 | i | i | i |
| COc1cc2c(cc1OC)CN(C(=O)c1cc(S(=O)(=O)N3CCOCC3)ccc1C)CC2 | 9 | i | -1 | i | i | i | -1 | 2 | i | i | i |
| O=C(/C=C/c1ccccc1)OCN1C(=O)c2ccccc2C1=O | 4 | i | -7 | i | i | i | 3 | -3 | i | i | i |
| COc1ccc(NC(=S)N2CCC(NC(=O)c3cccc(F)c3)CC2)cc1 | -3 | i | -5 | i | i | i | -3 | -2 | i | i | i |
| Cc1ccc(S(=O)(=O)N2CN(CC3CCCO3)c3nc4ccccc4nc32)cc1 (configuration not stated) | -1 | i | -12 | i | i | i | 1 | -2 | i | i | i |
| Nn1c(COc2ccc(Cl)cc2)nc2ccccc2c1=O | 8 | i | -2 | i | i | i | 2 | nt | i | i | i |
| CCCN(CCC)CCCNC(=O)CC(C(=O)N1CCc2ccccc21)n1ccnc1 (configuration not stated) | -1 | i | -4 | i | i | i | 1 | 1 | i | i | i |
| COCCOC(=O)C1=C(C)N=C2SCCC(=O)N2C1c1ccc(OC(=O)c2ccco2)cc1 (configuration not stated) | -2 | i | -7 | i | i | i | 3 | -2 | i | i | i |
| COC(=O)C1=C(C)NC(C)=C(C(=O)OC)C1C(=O)OCc1nc2cc(C(=O)OC)ccc2c(=O)[nH]1 | -4 | i | -12 | i | i | i | 0 | -1 | i | i | i |
| Cc1cc(C)n2nc(C(=O)OCC(=O)c3cc(C)n(C)c3C)nc2n1 | 4 | i | -4 | i | i | i | 0 | -1 | i | i | i |
| C=C(C)CN1C(=O)C2(OCCO2)c2cc(Br)ccc21 | nt | i | -10 | i | i | i | 0 | -4 | i | i | i |
| O=C(NC1CC2CCCC(C1)N2C(=O)Nc1ccccc1)C1CC1 (configuration not stated) | 0 | i | -7 | i | i | i | -4 | 0 | i | i | i |
| CCOc1ccc(C2c3[nH]c4ccccc4c3CCN2C(=O)Cn2cncn2)cc1 (configuration not stated) | -2 | i | -11 | i | i | i | -2 | -1 | i | i | i |
| COC(=O)c1sccc1NC(=S)N1CCCC(C)C1 (configuration not stated) | 11 | i | -4 | i | i | i | 0 | nt | i | i | i |
| N#Cc1ccc(OC(=O)Cc2ccsc2)cc1 | -3 | i | -8 | i | i | i | 0 | 1 | i | i | i |
| COc1cc(NC(=O)Nc2cccc(Cl)c2)c(OC)cc1NC(=O)CN1CCCCC1 | -4 | i | -8 | i | i | -11* | 5 | 0 | i | i | i |
| Nc1ncnc2nc(SCCN3CCCCC3)[nH]c12 | 4 | i | -9 | i | i | i | -2 | -1 | i | i | i |
| CCOc1ccc(C(OC(=O)c2ccco2)C(=O)NCc2ccc(C)cc2)cc1 (configuration not stated) | -7 | i | -9 | i | i | i | 0 | -1 | i | i | i |
| CC1=C(C(=O)N(C)CCC#N)C2(CCCCC2)OC1=O | 12 | nt | -3 | i | i | i | 1 | -1 | i | i | i |
| CCOc1cc(/C=C2\N=C(C)OC2=O)cc(Br)c1OCCc1ccccc1 | nt | i | -8 | i | i | i | -1 | -3 | i | i | i |
| O=C(Nn1c(O)c(C=C2N=c3ccccc3=N2)sc1=S)c1ccc(Cl)cc1 | 0 | i | -9 | i | i | i | 2 | -3 | i | i | i |
| CCc1ccccc1N1CCN(S(=O)(=O)c2cc(OC)ccc2OC)CC1 | -16 | i | -15 | i | i | i | 0 | -1 | 6* | i | i |
| COc1ccccc1N1C(=O)[C@@H]2C(C(=O)CN3C(=O)c4ccccc4C3=O)=NN[C@@H]2C1=O | nt | i | -5 | i | i | i | -8 | -1 | i | i | i |
| COc1cccc(NC(=O)c2ccc3c(c2)N(C)CCS3)c1 | 5 | i | -12 | i | i | i | 1 | -5 | i | i | i |
| CCCCn1c(SCC(=O)NC2CCCC2)nnc1-c1ccco1 | -1 | i | -8 | i | i | i | 1 | 2 | i | i | i |
| CN(C)CCN(C(=O)c1ccc(S(=O)(=O)N(C)c2ccccc2)cc1)c1nc2cc3c(cc2s1)OCO3 | -8 | i | -18 | i | i | i | 2 | -3 | i | i | i |
| O=c1nccc(N/N=C/c2ccccc2O)[nH]1 | -1 | i | -3 | i | i | i | 1 | 2 | i | i | i |
| CCOc1ccc(NC(=O)c2ccc3c(c2)N(Cc2ccc(F)cc2)C(=O)CS3=O)cc1 (configuration not stated) | -1 | i | -12 | i | i | i | 1 | 2 | i | i | i |
| C=CCOc1ccc(C2C(C(=O)c3ccco3)=C(O)C(=O)N2CCCN(CC)CC)cc1 (configuration not stated) | -6 | i | -2 | i | i | i | -7 | -1 | i | i | i |
| O=C(CCCc1nc(-c2ccc(Cl)cc2)no1)N1CCOCC1 | 6 | i | -7 | i | i | i | 1 | -1 | i | i | i |
| COc1cc(/C=C/C(=O)O)cc(OC)c1O | 5 | i | -7 | i | i | i | -6 | -1 | i | i | i |
| N=C1C(c2nc3ccccc3s2)=C(O)CN1C1CCC(O)CC1 (configuration not stated) | nt | i | -7 | i | i | i | 2 | 1 | i | nt | i |
| COc1ccc(S(=O)(=O)N(CC(=O)NCC2CCCO2)C2CCCCC2)cc1OC (configuration not stated) | 0 | i | -8 | i | i | i | 0 | -1 | i | i | i |
| COC(=O)c1cc(OC)c(OC)c(OC)c1NC(=O)c1ccc(S(=O)(=O)N(C)C)cc1 | 3 | i | -2 | i | i | i | 1 | -2 | i | i | i |
| O=C(c1cc2n(n1)C(C(F)(F)F)CC(c1ccc(F)cc1)N2)N1CCCC1 (configuration not stated) | -6 | i | 0 | i | i | i | -8 | -1 | i | i | i |
| O=C(CC1C(=O)NCCN1C(=O)Nc1ccc(Cl)cc1)Nc1ccc(F)cc1 (configuration not stated) | -1 | i | -13 | i | 5.6* | i | -2 | -3 | i | i | i |
| Fc1c(F)c(C(F)(F)F)c(F)c(F)c1N1CCN(c2ccc3nnc(C(F)(F)F)n3n2)CC1 | -6 | i | -9 | i | i | i | 0 | 0 | i | i | i |
| CCn1c(SCC(=O)N2CCOCC2)nc2c(c1=O)SC(C)C2 (configuration not stated) | 1 | nt | -5 | i | i | i | -5 | -4 | i | i | i |
| COc1ccccc1NC(=O)CSc1nnc(-c2ccccn2)o1 | 3 | i | -4 | i | i | i | 0 | 1 | i | i | i |
| Cc1ccc(-c2ccc(/C=N/NC(N)=S)o2)cc1 | 15 | i | -3 | i | i | i | 1 | 1 | i | i | i |
| COc1cc(C(=O)NNC(=S)NC(=O)/C=C/c2ccccc2)cc(OC)c1OC | 7 | i | -12 | i | i | i | -2 | -2 | i | i | i |
| COc1cccc(C(=O)Nc2cc3c(cc2Cl)OCCCO3)c1 | 13 | i | -13 | i | i | i | -2 | 5 | i | i | i |
| COC(=O)Cc1ccc(NC(=S)N2CCC(Cc3ccccc3)CC2)cc1 | 1 | i | -9 | i | i | i | 5 | nt | i | i | i |
| COc1cc(/C=C2/C(=N)N3C=CSC3=NC2=O)ccc1OCCCOc1ccccc1C | -7 | i | -2 | i | i | i | -1 | -2 | i | i | i |
| COc1cccc(COC(=O)C2CC(=O)N(Cc3ccc(C)cc3)C2)c1OC (configuration not stated) | 13 | i | -11 | i | i | i | 0 | -2 | i | i | i |
| O=C(NCCCN1CCOCC1)c1ccco1 | 16 | i | -3 | i | i | i | -4 | -1 | i | i | i |
| COc1cc(-c2n[nH]c(=S)n2-c2ccccc2C(F)(F)F)cc(OC)c1OC | -5 | i | -4 | i | i | i | -4 | 2 | i | i | i |
| CCCC(=O)Nc1ccccc1NC(=O)c1ccc(OC(C)=O)cc1 | -3 | i | -11 | i | i | i | 3 | -1 | i | i | i |
| NC(=O)C1CCCN(Cc2ccc3ccccc3c2)C1 (configuration not stated) | -7 | i | -2 | i | i | i | 1 | -2 | i | i | i |
| Cc1cccc(C(=O)N[C@H](C(=O)Nc2ncc(C)s2)C(C)C)c1 | -1 | i | -11 | i | i | i | -1 | 0 | i | i | i |
| Cc1cc(C)c2cc(CNC3CCCC3)c(Cl)nc2c1 | 2 | i | -12 | i | i | i | -3 | -1 | i | i | i |
| CCN(CC)CCCNC1=C(Cl)C(=O)c2ccccc2C1=O | 28 | i | -16 | i | i | i | -8 | 6 | i | i | i |
| Cc1ccc(N(C)C(=O)CCS(=O)(=O)c2cc3c(cc2Cl)NC(=O)CO3)cc1 | 0 | i | -4 | i | i | i | 0 | 1 | i | i | i |
| O=C(COc1ccccc1)NNC(=O)c1cc2ccccc2oc1=O | -5 | i | -8 | i | i | i | 0 | 0 | i | i | i |
| Cc1c(C(=O)N(C)c2ccccc2)oc2c1C(O)CC(C)(C)C2 (configuration not stated) | -9 | i | -8 | i | i | i | 0 | 1 | i | i | i |
| NCCCCc1cn(CC(=O)N2CCNCC2)nn1 | -15 | i | -4 | i | i | i | 0 | -1 | i | i | i |
| Cc1cccc(OCCCn2ccnc2)c1 | 1 | i | -2 | i | i | i | 1 | 5 | i | i | i |
| CCOC(=O)C1(Cc2cccc(F)c2)CCN(Cc2cnn(CC)c2)CC1 | 1 | i | -3 | i | i | i | 0 | -1 | i | i | i |
| CC1(C)Cc2ccccc2C(COc2ccccc2)=N1 | -6 | i | -11 | i | i | i | 7 | 2 | i | i | i |
